# Screens as filed in PubChem BioAssay.
# Dyrk1A ADPGlo: rat Dyrk1A kinase inhibitors, primary screen, biochemical, single point, plate reader. AID 504441, 2011. inhibition, % at 12.5 µM. ADP-Glo luminescence, NFATc1 peptide. actives 0.43% (n = 310,000). Dual specificity tyrosine-phosphorylation-regulated kinase 1A (Rattus norvegicus), Q63470; in the data active means inhibition above about 50%;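 further: plate controls were vehicle with enzyme for no effect and no enzyme for full effect; many of its hits are not listed in these tables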
# KCNK3 inh: human KCNK3 channel inhibitors, primary screen, CHO cells, FluxOR thallium flux, B-score. Potassium channel subfamily K member 3 (Homo sapiens), O14649. FluxOR fluorescence; hits give low values. B-score at 10 µM. actives 0.84% (n = 340,000). AID 602410, 2012;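 active means B-score under library mean minus 4 SD, starting fluorescence ratio at most library mean plus 5 SD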;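 further: more negative B-score means stronger inhibition of thallium flux through KCNK3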
# Target sequence (O14649 whole entry, looked up): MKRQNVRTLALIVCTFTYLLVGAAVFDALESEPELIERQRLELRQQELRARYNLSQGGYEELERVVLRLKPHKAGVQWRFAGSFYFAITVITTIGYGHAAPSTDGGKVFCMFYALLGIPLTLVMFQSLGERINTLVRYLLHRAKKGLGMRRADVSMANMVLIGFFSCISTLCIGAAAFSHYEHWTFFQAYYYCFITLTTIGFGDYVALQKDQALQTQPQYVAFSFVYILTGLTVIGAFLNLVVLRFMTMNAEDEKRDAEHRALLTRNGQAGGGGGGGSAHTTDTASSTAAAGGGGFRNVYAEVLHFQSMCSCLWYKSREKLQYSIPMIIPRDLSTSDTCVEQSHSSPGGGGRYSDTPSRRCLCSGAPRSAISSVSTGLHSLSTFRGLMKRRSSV
# Active calls of the source: *; i = inactive. A portion of the library (hit frequency here may not be typical).
compound	KCNK3 inh	Dyrk1A ADPGlo
Clc1ccc(CNc2ncnc3[nH]ncc23)cc1Cl	i	2
O=C(Cn1nnc2c(cnn2-c2ccc(F)cc2)c1=O)c1ccccc1F	i	21
COc1ccc(S(=O)(=O)N2CCOCC2)cc1NC(=O)c1cccs1	i	-7
O=C(NCCN1CCN(c2cccc(Cl)c2)CC1)c1cccn2c(=O)c3ccccc3nc12	i	1
O=C(CCNC(=O)c1ccc(Cl)cc1)NCc1ccccc1Cl	i	-5
CN=C1N(C)C[C@@H]2[C@@H]3C(=O)N(C)C(=O)[C@@H]3[C@](C)(C(=O)OC)N12	i	-2
O=C(O)C(CCc1ccccc1)N1C(=O)c2ccccc2C1=O (stereo not drawn)	i	-2
O=C(O)c1cc(N/C(=N\S(=O)(=O)c2ccc(F)cc2)c2ccccc2)ccc1O	i	-4
Cc1ccccc1CN(C)c1ccc(S(=O)(=O)N2CCN(C)CC2)cn1	i	4
O=C(NC1CCCCC1)NS(=O)(=O)c1ccc2c(c1)CCC2	i	0
COc1ccc(CNC(=O)CN2C(=O)NC3(CCCc4sccc43)C2=O)cc1 (stereo not drawn)	i	-5
COc1ccccc1NC(=O)C1=C(C)Nc2nc(-c3cccnc3)nn2C1c1ccccn1 (stereo not drawn)	i	-2
NCC(O)c1ccc(O)c(O)c1 (stereo not drawn)	i	4
CCCCCCSc1cc(-c2nc3cnccn3c2NCCCC)ccc1OC	i	3
COc1ccc(CNC(=O)Cn2cc(C)c(=O)[nH]c2=O)cc1	i	0
O=C(CCC(=O)NNC(=O)c1ccc(Cl)cc1Cl)NCc1ccccc1	i	0
Cc1ccc(C)c(S(=O)(=O)N2CCN(C(=O)CCc3c[nH]c4ccccc34)CC2)c1	i	6
CCCn1cnc2c(SCCc3ccccc3)nc(N)nc21	i	-1
CC[C@@H]1C(c2cccc(Cl)c2)=NN(c2ccc(Br)cc2)[C@H]1C(=O)N1CCOC1=O	i	-1
COc1ccccc1CNC(=O)COC(=O)c1sc(C)nc1C	i	4
Cc1ccc(S(=O)(=O)N2CCOCC2)cc1NC(=O)Nc1ccc([N+](=O)[O-])cc1	i	0
O=C(/C=C/c1cc(Br)ccc1F)OCC(=O)N1CCCC1	i	3
O=C(Nc1nccs1)[C@@H]1CCCN1S(=O)(=O)c1ccc(Cl)cc1	i	2
COc1ccc(CSc2nnc(NC(C)=O)s2)cc1[N+](=O)[O-]	i	0
COc1ccc(NC(=O)C(c2ccc(C)cc2)N(C)C(=O)c2cnccn2)cc1 (stereo not drawn)	i	0
O=C(CN1C(=O)C(=O)N(CCC2=CCCCC2)C1=O)c1c[nH]c2ccccc12	i	1
NC(=O)C1CCCN(C(=O)CCC(=O)c2cccs2)C1 (stereo not drawn)	i	3
Cc1ccc(CN(C)c2ccc(S(=O)(=O)N3CCCC3)cn2)cc1	i	-3
CCOC(=O)c1ccc(N(CCC2CO2)S(=O)(=O)c2ccc(C)cc2)cc1 (stereo not drawn)	i	2
Cc1nn(-c2nccs2)c2c1C(=O)CC(C)(C)C2Br (stereo not drawn)	i	-1

# Sorted by value in Dyrk1A ADPGlo (largest number first): some entries from above
compound	KCNK3 inh	Dyrk1A ADPGlo
Cc1ccccc1CN(C)c1ccc(S(=O)(=O)N2CCN(C)CC2)cn1	i	4
O=C(NC1CCCCC1)NS(=O)(=O)c1ccc2c(c1)CCC2	i	0
CCCn1cnc2c(SCCc3ccccc3)nc(N)nc21	i	-1
O=C(CCNC(=O)c1ccc(Cl)cc1)NCc1ccccc1Cl	i	-5

# More structures.
compound	KCNK3 inh	Dyrk1A ADPGlo
C=C(C)COc1ccc(-c2nc(N)ncc2Oc2ccccc2OC)c(O)c1	-9.2*	7
O=C(CCOc1ccccc1)Nc1ccc(S(=O)(=O)Nc2ncccn2)cc1	i	5
O=C(COC(=O)c1cccc(Cl)c1)NC(=O)NCc1ccccc1	i	-1
CC1(C)CC(=O)C=C(c2cccc(CO)c2)C1	i	7
O=c1oc(-c2ccccc2)c(-c2ccccc2)c2ccccc12	i	-3
CCCc1cc(=O)[nH]c(SCC(=O)N(CCC#N)c2ccc3c(c2)OCCO3)n1	i	9
CCCCOc1ccc(C(=O)NCC(=O)OCC(=O)c2c(N)n(C)c(=O)n(C)c2=O)cc1	i	7
Cc1occc1C(=O)N/N=C/C1=C(N2CCOCC2)C(=C/c2ccc(Cl)cc2Cl)/CC1	i	5
CCCCc1c(C)c2ccc(OCC(C)=O)cc2oc1=O	i	0
c1ccc(NCCc2ccccn2)cc1	i	-3
Cc1c(O[C@@H]2O[C@H](CO)[C@@H](O)[C@H](O)[C@H]2O)c(CO)c(O[C@@H]2O[C@H](CO)[C@@H](O)[C@H](O)[C@H]2O)c2c1O[C@@H](c1ccccc1)C[C@@H]2O	i	3
CCOC(=O)[C@H]1[C@H]2COc3cc(OC)ccc3[C@@H]2N2C(=O)c3c(C)cc(C)cc3NC(=O)[C@@]12C	i	7
COc1ccc(C(=O)NCC(=O)OCC(=O)NC23CC4CC(CC(C4)C2)C3)cc1	i	-4
COc1ccc(C(=O)NC(CCSC)C(=O)NCc2nnc3ccccn23)cc1 (stereo not drawn)	i	6
C[C@H](CO)N1C[C@H](C)[C@@H](CN(C)S(=O)(=O)c2cn(C)cn2)Oc2c(NS(=O)(=O)c3cn(C)cn3)cccc2C1=O	i	-1
COc1ccc(OCC(CO)N2CCN(c3ccccc3)CC2)cc1 (stereo not drawn)	i	4
CCCCC[C@@H]1C=C(C(=O)O)[C@H](c2ccc(C)cc2)N1S(=O)(=O)c1ccc(C)cc1	i	-4
Cn1c(CC(=O)NNC(=O)c2cncc(Br)c2)nc2ccccc21	i	-3
CC(=O)N1CCN(CC(=O)Nc2ccccc2C(=O)Nc2ccccc2)CC1	i	1
COc1ccccc1-c1oc2ccccc2c1-c1ccc2cc[nH]c2c1	i	-22
O=C(CN1C(=O)NC2(CCCC2)C1=O)Nc1cc(S(=O)(=O)N2CCCCC2)ccc1Cl	i	-6
CCCCn1nc(C(=O)NCC(=O)Nc2c(C)cccc2C)c2ccccc2c1=O	i	10
CCCC(=O)Nc1ccc(C(=O)COC(=O)c2c(C)noc2C)cc1	i	16
Cc1ccsc1CN(C)C(=O)CN1C(=O)NC2(CCCc3ccccc32)C1=O (stereo not drawn)	i	10
CC(=O)Nc1cccc(OCCOc2cccc([N+](=O)[O-])c2)c1	i	-3
CCOc1ccc(S(=O)(=O)N2CCOCC2)cc1NC(=O)CN1C(=O)NC2(CCCCC2)C1=O	i	0
CC(C)(C)OC(=O)C[C@H]1C/C=C\C[C@H](CC(=O)NCCO)C(=O)N2CCC[C@@H]2COC1=O	i	0
C=CC[C@]12CCc3ccccc3C1N(c1ccc(C(=O)OCC)cc1)C2=O (stereo partly drawn)	i	0
COc1ccc(-c2nc(CN3CCC(C(=O)NC4CCCc5ccccc54)CC3)c(C)o2)cc1OC (stereo not drawn)	i	3
O=C(COC(=O)c1ccc(Cl)nc1)NC1CCCc2ccccc21 (stereo not drawn)	i	-1

# Grouped by structure, those above with a COOH group
compound	KCNK3 inh	Dyrk1A ADPGlo
O=C(O)C(CCc1ccccc1)N1C(=O)c2ccccc2C1=O (stereo not drawn)	i	-2
O=C(O)c1cc(N/C(=N\S(=O)(=O)c2ccc(F)cc2)c2ccccc2)ccc1O	i	-4
CCCCC[C@@H]1C=C(C(=O)O)[C@H](c2ccc(C)cc2)N1S(=O)(=O)c1ccc(C)cc1	i	-4

# Next section.
compound	KCNK3 inh	Dyrk1A ADPGlo
COc1ccc(N(CC(=O)NCc2cccnc2)S(=O)(=O)c2c(C)nn(C)c2C)cc1	i	-11
CCOC(=O)[C@H]1[C@H]2COc3ccccc3[C@@H]2N2C(=O)c3cc(OC)c(OC)cc3NC(=O)[C@@]12C	i	-21
CCOC(=O)c1c(C)[nH]c(C(=O)CN2C(=O)NC(C)(C)C2=O)c1C	i	3
O=C(COC(=O)/C=C/c1cccc(C(F)(F)F)c1)NC1CCS(=O)(=O)C1 (stereo not drawn)	i	-1
O=C(COc1ccccc1)N[C@@H]1c2ccccc2CC[C@@H]1OCc1ccccc1	i	0
O=C(Nc1nc(-c2ccc(S(=O)(=O)N3CCCC3)cc2)cs1)c1cccs1	-11*	0
COc1cc(C#Cc2c(-c3cncn3C)n(C)c3ccc(-c4cnc(OC)nc4)cc23)cc(OC)c1	i	11
Nc1ccccc1-c1n[nH]c(=S)s1	i	3
C[C@H](CO)N1C[C@H](C)[C@@H](CN(C)S(=O)(=O)c2cn(C)cn2)Oc2ccc(NC(=O)Cc3ccccc3)cc2C1=O	i	2
CC(=O)OC/C=C(\C)CCC=C(C)C	i	-2
CC(C)(C)N1CCC1CN (stereo not drawn)	i	-1
Nc1cc(=O)[nH]c(SCC(=O)N2CCCC2)n1	i	1
COc1cccc(-c2ncc3ccccc3c2COC(=O)CCC(=O)O)c1	i	0
O=S(=O)(c1ccc(F)cc1)N1CCC(N2CCCC2)CC1	i	1
O=C1CC(N2CCN(c3ccc(O)cc3)CC2)C(=O)N1Cc1cccs1 (stereo not drawn)	i	5
C#CCOCCOCCOCCNc1nc(N2CCN(C(=O)Cn3cc(CC(C)O)nn3)CC2)nc(N2CCN(C(=O)[C@H](CCCCN)n3cc(CCCC)nn3)CC2)n1 (stereo partly drawn)	i	4
COc1ccc(CC(=O)NNC(=O)COc2ccc(F)cc2)cc1S(=O)(=O)N1CCOCC1	i	0
CC(C)CNC(=O)CSc1ccc(S(=O)(=O)N(C)C2CCCCC2)cn1	i	-3
CC(C)(C)c1ccc2oc(=O)cc(-c3cccc(-c4ccc(C(F)(F)F)cc4)c3)c2c1	i	0
Cc1ccc2c(c1)C(=O)C(=O)N2Cc1ccc(F)cc1	i	3
COCC(C)n1c(C)cc(C(=O)CSc2nnc(-c3ccco3)o2)c1C (stereo not drawn)	i	3
O=C(COC(=O)c1ccccc1Cl)Nc1cccnc1Cl	i	-4
O=C1CC[C@@H]2CC(N3CCN(c4ccccc4)CC3)C[C@@H]3CCN1[C@H]23 (stereo partly drawn)	i	-38
CCC(=O)N1CCc2cc(Br)c(S(=O)(=O)CCC(=O)NCCc3ccccc3)cc21	i	-4
O=C(NCCC1=CCCCC1)C1CCN(S(=O)(=O)c2ccc(-n3cnnn3)cc2)CC1	i	10
CC1CN(Cc2cnc(Cl)s2)CC(C)O1 (stereo not drawn)	i	-5
COc1ccc(S(=O)(=O)N2CCN(C(=O)[C@@H]3CCCN3C(=O)c3cccs3)CC2)cc1	i	6
O[Si](CCCN1CCCCC1)(c1ccc(F)cc1)C1CCCCC1 (stereo not drawn)	i	4
C=CC[C@H](CC(=O)OC(C)(C)C)C(=O)OC[C@H]1CCCN1C(=O)[C@H](CC=C)CC(=O)N(CCO)Cc1ccccc1	i	-5
NC(=O)C1CCCN(C(=O)c2ccc(NC(=O)c3cccs3)cc2)C1 (stereo not drawn)	i	11
CCC1(c2ccccc2)SC(N)=NC1=O (stereo not drawn)	i	5
O=C(CCCCCNS(=O)(=O)c1ccc(Br)cc1)NCCN1CCOCC1	i	-3
Cc1nn(CC(=O)N(C)C2CCS(=O)(=O)C2)c(C)c1S(=O)(=O)N(C)C (stereo not drawn)	i	-1
O=C(CSc1ccccc1F)NNC(=O)c1cncc(Br)c1	i	-2
CCOC(=O)c1ccccc1NC(=O)COC(=O)Cc1ccccc1F	i	-7
COc1ccc(C2(C)NC(=O)N(CC(=O)c3cc(C)n(C4CC4)c3C)C2=O)cc1OC (stereo not drawn)	i	4
CCC(CO)Oc1cc(NC(=O)c2ccccc2C)c2ncn(C(C)C)c2c1 (stereo not drawn)	i	11
COc1cc2cc(CCOC(=O)CCCC(=O)O)oc(=O)c2cc1OC	i	7
COc1cccc(/C=C/C(=O)OCC(=O)NCCNC(=O)COC(=O)/C=C/c2cccc(OC)c2)c1	i	-2
CC1CCN(CCNC(=O)CCS(=O)(=O)c2ccc(Br)cc2)CC1	i	0
COc1ccc(Br)cc1/C=C/C(=O)OCC(=O)NCCc1ccc(S(N)(=O)=O)cc1	i	1
COc1ccc(Cl)cc1C=CC=NNS(=O)(=O)c1ccc(C)cc1	i	-4
CCOC(=O)C1=C(COC(=O)C(C)(C)Oc2ccc(Cl)cc2)NC(=O)NC1C (stereo not drawn)	i	-4
CC(C)c1ccc(CSc2ccc(S(=O)(=O)N3CCOCC3)cn2)cc1	i	-2
CCOC(=O)[C@@H]1[C@H]2COc3cc(OC)ccc3[C@@H]2N2C(=O)N(c3ccccc3)C(=O)[C@@]12C	i	3
COc1ccc(C(=O)COC(=O)[C@@H](NS(=O)(=O)c2ccccc2)C(C)C)cc1	i	-2
COc1ccc(S(=O)(=O)N(C)C[C@H]2Oc3c(NC(=O)Nc4c(C)noc4C)cccc3C(=O)N([C@@H](C)CO)C[C@H]2C)cc1	i	0
Cc1ccc(NC(=O)c2cc(S(=O)(=O)N3CCCCC3)ccc2N2CCOCC2)cc1S(=O)(=O)N(C)C	i	3
CN(C)CCCNC(=O)C[C@H]1C[C@H](C(=O)N2CCOCC2)[C@@]2(C)c3[nH]c4cc(CCC(=O)N(C)C)ccc4c3CCN2C1=O	i	4

# A different layout for 2 compounds above.
COc1ccc(C2(C)NC(=O)N(CC(=O)c3cc(C)n(C4CC4)c3C)C2=O)cc1OC (stereo not drawn)
  KCNK3 inh = i | Dyrk1A ADPGlo = 4
COc1ccc(Br)cc1/C=C/C(=O)OCC(=O)NCCc1ccc(S(N)(=O)=O)cc1
  KCNK3 inh = i | Dyrk1A ADPGlo = 1
